# From PubChem
# Vif imaging – HIV Vif inhibition; inhibition, % at 7.49 µM; actives 0.35% (n = 340,000); HEK293T cells, Vif self-association by quenched fluorescence, imaging, 24 h; in the data active = inhibition above about 50%, passing the limit was not always enough; inconclusive = no clear call, values can overlap the other calls; inactive = below about 31%; also: some results filed as inactive read as strong as hits
# Granule exo inh – lytic granule exocytosis inhibition | actives 0.66% (n = 360,000) | inhibition, % at 10 µM | TALL-104 LAMP-1 surface exposure, flow cytometry; cells stimulated with thapsigargin and PMA | AID 651702;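 active = inhibition above about 55%, limit read from the data; inconclusive = no clear call, values can overlap the other calls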
# MITF TRPM1 inh – MITF TRPM1 promoter inhibition in SK-MEL-5 cells; SK-MEL-5 TRPM1 promoter luciferase, 24 h; inhibition, % at 12.5 µM; actives 0.83% (n = 330,000); AID 488899;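 active = mean inhibition across replicates of 60% or more, whatever share of single replicates reaches that level; inconclusive = some that reach 60%, reason not given; inactive = mean inhibition across replicates below 60%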; also: values of inactives mirror those of a sister screen read the other way
# HIF-2a block – inhibitors of HIF-2a; 786-0 RCC cells HIF-2a reporter, luciferase luminescence, overnight; inhibition, % at 18.8 µM; actives 0.72% (n = 360,000);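 active = inhibition of the luminescence signal of 40% or more relative to plate controls, in a single-dose primary screen at 18.75 µM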
# hiPSC survival – increases survival of single human iPS cells; actives 0.044% (n = 360,000); hiPSC single-cell survival, ATPlite luminescence; 100% = ROCK inhibitor wells, 0% = DMSO; survival enhancement, % at 20 µM; AID 602274; in the data active = survival enhancement above about 18%;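 also: cells exposed to compounds for 16 hours before the ATP read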
# NR2E3 ag-1 – human photoreceptor-specific nuclear receptor agonism; CHO-S Gal4-NCOR/VP16-NR2E3 two-hybrid, luciferase; Q9Y5X4; inhibition of corepressor binding, % at 3.98 µM; actives 0.35% (n = 360,000); AID 602229;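 active = inhibition above the mean of all tested compounds plus 3 SD, cut at about 70% in these data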;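 also: 0% = DMSO with NR2E3 transfected cells and 100% = cells lacking NR2E3 construct; higher means lower luciferase signal from less NR2E3 corepressor binding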
# Target sequence (Q9Y5X4 whole entry, looked up, the tested form may be a part): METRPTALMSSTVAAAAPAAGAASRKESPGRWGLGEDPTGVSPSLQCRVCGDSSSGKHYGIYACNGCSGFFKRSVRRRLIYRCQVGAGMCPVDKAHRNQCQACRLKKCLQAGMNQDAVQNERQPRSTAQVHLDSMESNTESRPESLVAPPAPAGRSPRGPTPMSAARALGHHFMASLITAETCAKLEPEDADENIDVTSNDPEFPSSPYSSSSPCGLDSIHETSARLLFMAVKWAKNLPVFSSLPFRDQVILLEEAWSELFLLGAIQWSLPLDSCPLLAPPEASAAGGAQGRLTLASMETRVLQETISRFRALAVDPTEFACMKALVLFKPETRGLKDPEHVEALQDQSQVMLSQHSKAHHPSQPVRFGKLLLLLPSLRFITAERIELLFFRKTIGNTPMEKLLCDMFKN
# NR2E3 ag-2 – NR2E3 (human) agonism. Q9Y5X4. GST-NR2E3/biotin-RetCOR TR-FRET, 1536-well. inhibition of corepressor binding, % at 4.78 µM. actives 0.12% (n = 320,000). AID 2300;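 active = percent inhibition above the cutoff of mean plus 3 SD of all tested compounds, set per screening campaign, cut at about 20% in these data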;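 also: 0% = DMSO wells and 100% = biotin wells as full block of FRET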
#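 Format: 1536-well format; test system: GST-NR2E3 and biotin-RetCOR proteins; read-out basis: percent inhibition of TR-FRET ratio; timing: 5 h incubation at 4 °C; detection: time-resolved FRET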
# Peg3 promoter – inhibitors of Peg3 promoter; HeLa PEG-Prom luciferase reporter, luminescence, overnight; inhibition, % at 20 µM; actives 1.7% (n = 360,000); AID 588405;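 active = inhibition of at least 50% at 20 µM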
# CaV13 FRET inh – Disruptors of the CACNA1D IQ motif to Ca2+-dependent inactivation inhibitor domain association, primary screening, Förster resonance energy transfer in intact living …. HEK cells, CFP/YFP FRET ICDI-IQ, plate reader, 10 min; percent FRET-ratio fall versus neutral wells. inhibition, % at 12.3 µM. actives 0.098% (n = 340,000). AID 743397;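 active = mean replicate inhibition of at least 30% and at least 1% of replicates passing that level; inconclusive = only one of the two criteria is met; inactive = neither criterion is met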;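 also: 0% = median of the neutral control wells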
# aDG glyco up – increases alpha dystroglycan glycosylation; Pro5-aDG cells, alpha-DG glycosylation AlphaScreen (IIH6); 0% Pro5, 100% B10-LARGE cell signal; activation, % at 10 µM; actives 0.22% (n = 360,000); AID 624168;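 active = activation of at least 8% versus controls, or a plate z-score of at least 8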;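 also: Pro5 are CHO cells carrying HIG-tagged alpha-DG that lacks glycosylation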
# PDI turbidity – PDI (human) enzyme inhibition. PDI insulin aggregation turbidity, A650, 90 min. inhibition, % at 10 µM. AID 588391. P07237. actives 0.052% (n = 350,000);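 active = mean inhibition across replicates of 30% or more, whatever share of single replicates reach that level; inconclusive = mean inhibition below 30% while every single replicate reaches 30%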;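 also: absorbance from insulin aggregation driven by PDI reduction with DTT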
# Target sequence (P07237 whole entry, looked up): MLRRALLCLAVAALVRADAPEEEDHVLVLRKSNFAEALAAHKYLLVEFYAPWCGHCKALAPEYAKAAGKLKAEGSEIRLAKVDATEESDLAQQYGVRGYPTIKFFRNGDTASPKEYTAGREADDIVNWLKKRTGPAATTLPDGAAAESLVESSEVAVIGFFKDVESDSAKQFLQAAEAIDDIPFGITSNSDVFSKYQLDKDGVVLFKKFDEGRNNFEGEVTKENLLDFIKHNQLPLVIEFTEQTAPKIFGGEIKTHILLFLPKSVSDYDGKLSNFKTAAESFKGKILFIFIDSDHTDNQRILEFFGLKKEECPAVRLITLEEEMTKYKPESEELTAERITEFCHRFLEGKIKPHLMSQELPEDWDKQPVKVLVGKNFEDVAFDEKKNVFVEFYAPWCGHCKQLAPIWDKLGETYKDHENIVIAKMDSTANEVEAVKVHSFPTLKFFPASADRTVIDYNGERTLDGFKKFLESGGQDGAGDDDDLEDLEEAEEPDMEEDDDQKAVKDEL
# * marks the source's active call; other numbers are inactive results; ? = inconclusive; · = not tested or not shown.
# Field names: A = Vif imaging; B = Granule exo inh; C = MITF TRPM1 inh; D = HIF-2a block; E = hiPSC survival; F = NR2E3 ag-1; G = NR2E3 ag-2; H = Peg3 promoter; I = CaV13 FRET inh; J = aDG glyco up; K = PDI turbidity
> CCCN1C(=O)c2cc(C(=O)Nc3ccccc3CC)ccc2C1O (stereo not given)
  A: 8	B: 8	C: -2	D: -5	E: 2.0	F: -8	G: 4	H: 0	I: 16	J: 0.1	K: 0

> O=C(NC(=S)Nc1cccc(O)c1)C12CC3CC(CC(C3)C1)C2
  A: ·	B: 5	C: ·	D: -185	E: 7.9	F: -20	G: ·	H: -237	I: -11	J: 0.1	K: 5

> COc1ccc(C2=CC(=O)C[C@H](c3ccc(OC)c(OC)c3)C2)cc1
  A: -2	B: -6	C: 6	D: -1	E: 1.7	F: 5	G: 1	H: 21	I: -3	J: 0.3	K: 1

> C/C(CC(=O)Nc1ccccn1)=N\NC(=O)c1ccc([N+](=O)[O-])cc1Cl
  A: -4	B: 12	C: -2	D: 3	E: -0.1	F: -27	G: 0	H: 20	I: -5	J: 0.1	K: 13

> CCN(C[C@H]1N[C@@](Cc2ccccc2)(C(=O)OC)[C@H]2C(=O)N(Cc3ccccc3)C(=O)[C@@H]12)C(=O)Nc1ccc(F)cc1
  A: -4	B: -3	C: 8	D: -1	E: -0.7	F: -35	G: ·	H: 33	I: -9	J: -0.2	K: 3

> COc1ccccc1OCCn1cc(/C=C(\C#N)C(=O)NCc2cccs2)c2ccccc21
  A: -2	B: -4	C: 1	D: 14	E: -2.0	F: -26	G: 2	H: 9	I: -4	J: -0.2	K: 13

> N#CCCn1cc(/C=N/NC(N)=S)c(-c2ccc(Br)cc2)n1
  A: 0	B: -2	C: 2	D: 20	E: 2.6	F: -12	G: -2	H: 18	I: -4	J: -0.2	K: 2

> Cc1ccc(-c2nc(C3CCN(S(=O)(=O)c4ccc(C(F)(F)F)cc4)CC3)no2)cc1
  A: 6	B: -2	C: 4	D: 3	E: -1.5	F: 19	G: 1	H: 29	I: -7	J: 1.1	K: -11

> Cc1onc(-c2ccccc2)c1C(=O)OCC(=O)N(C)c1ccccc1
  A: 2	B: -6	C: 3	D: 0	E: 0.0	F: 16	G: ·	H: 5	I: -2	J: -0.3	K: -2

> CCCn1c(SCC(=O)c2ccc(OC)c(OC)c2)nc2c1c(=O)n(C)c(=O)n2C
  A: 21	B: -5	C: 6	D: 15	E: 3.3	F: -12	G: 2	H: 27	I: ·	J: 0.4	K: 0

> Cc1csc(NC(=O)Cc2ccccc2Cl)n1
  A: 0	B: 3	C: -45	D: -228	E: 0.2	F: -44	G: -2	H: -210	I: -5	J: -0.1	K: -10

> COCc1nnc(NC(=O)c2ccc(Cl)cc2[N+](=O)[O-])s1
  A: -21	B: 5	C: 1	D: -14	E: -1.7	F: -4	G: 4	H: -27	I: -5	J: 0.0	K: -20

> CCN1C(=O)S/C(=C/c2ccsc2)C1=O
  A: 5	B: 0	C: -42	D: -82	E: -3.0	F: 8	G: 2	H: -87	I: -5	J: 0.3	K: -11

> COc1ccccc1C=NNC(=O)c1ccccc1OCCOc1ccccc1
  A: -10	B: -1	C: 21	D: 3	E: -0.6	F: -9	G: ·	H: 38	I: -17	J: 0.1	K: -8

> CCC(=O)N=c1ccn(C2=Nc3ccccc3NC2=C(C#N)C#N)cc1
  A: 0	B: -2	C: 0	D: 0	E: 0.5	F: -33	G: 0	H: 5	I: -2	J: 0.0	K: 11

> Cc1noc(C)c1COc1ccccc1C(=O)N1CCN(S(=O)(=O)c2cccc([N+](=O)[O-])c2)CC1
  A: 3	B: 16	C: -7	D: 13	E: 0.8	F: -10	G: 0	H: -5	I: -16	J: 0.0	K: 1

> CC(C)Cc1ccc(-c2ccc3nccn3c2)cc1
  A: -11	B: -12	C: ·	D: -145	E: -2.3	F: -75	G: ·	H: -279	I: -6	J: 1.0	K: -8

> COc1ccc(/C=C/C(=O)Nc2ccccc2F)cc1S(=O)(=O)N1CCOCC1
  A: 11	B: 4	C: -22	D: -69	E: 1.3	F: -27	G: ·	H: -16	I: -11	J: 0.1	K: 7

> O=C(NC1CCCCCC1)C1CCCN(c2ncccn2)C1 (stereo not given)
  A: 0	B: 1	C: -51	D: -88	E: 1.1	F: -31	G: -2	H: -63	I: -7	J: 0.1	K: -8

> O=C(Nc1cccs1)NC1CCCC1
  A: 4	B: -1	C: -9	D: -27	E: -0.8	F: -29	G: 1	H: -19	I: ·	J: 0.5	K: 11

> COC(=O)c1nc(NC(=S)NC(=O)c2cccs2)sc1C
  A: -5	B: 16	C: -24	D: -149	E: -0.5	F: -10	G: 1	H: -207	I: -8	J: -0.6	K: -3

> Cc1ccc2nc(Nc3ccc(C)c(C)c3)c3nncn3c2c1
  A: 5	B: -10	C: -54	D: -158	E: -0.9	F: 6	G: 0	H: -126	I: -1	J: 0.1	K: -1

> OC(CNCCCCNCC(O)C(F)(F)F)C(F)(F)F (stereo not given)
  A: -3	B: -1	C: -11	D: 12	E: 0.8	F: 1	G: -5	H: 1	I: -7	J: -0.1	K: 13

> COc1cccc(OC)c1C(=O)N1CCN(S(=O)(=O)c2ccc(C)cc2)CC1
  A: -6	B: 1	C: 10	D: 9	E: -1.5	F: -7	G: 0	H: 19	I: 0	J: 0.0	K: 23

> CCOCCCNC(=S)N1CCC(NC(=O)C23CC4CC(CC(C4)C2)C3)CC1
  A: 0	B: -2	C: 9	D: 14	E: -0.5	F: -19	G: 1	H: 2	I: 5	J: -0.1	K: 1

# Some of these compounds in order of formula weight, high to low:
# Field names: A = Vif imaging; B = Granule exo inh; C = MITF TRPM1 inh; D = HIF-2a block; E = hiPSC survival; F = NR2E3 ag-1; G = NR2E3 ag-2; H = Peg3 promoter; I = CaV13 FRET inh; J = aDG glyco up; K = PDI turbidity
> CCCn1c(SCC(=O)c2ccc(OC)c(OC)c2)nc2c1c(=O)n(C)c(=O)n2C
  A: 21	B: -5	C: 6	D: 15	E: 3.3	F: -12	G: 2	H: 27	I: ·	J: 0.4	K: 0

> CCOCCCNC(=S)N1CCC(NC(=O)C23CC4CC(CC(C4)C2)C3)CC1
  A: 0	B: -2	C: 9	D: 14	E: -0.5	F: -19	G: 1	H: 2	I: 5	J: -0.1	K: 1

> COc1ccccc1C=NNC(=O)c1ccccc1OCCOc1ccccc1
  A: -10	B: -1	C: 21	D: 3	E: -0.6	F: -9	G: ·	H: 38	I: -17	J: 0.1	K: -8

> CCC(=O)N=c1ccn(C2=Nc3ccccc3NC2=C(C#N)C#N)cc1
  A: 0	B: -2	C: 0	D: 0	E: 0.5	F: -33	G: 0	H: 5	I: -2	J: 0.0	K: 11

> COCc1nnc(NC(=O)c2ccc(Cl)cc2[N+](=O)[O-])s1
  A: -21	B: 5	C: 1	D: -14	E: -1.7	F: -4	G: 4	H: -27	I: -5	J: 0.0	K: -20

> Cc1csc(NC(=O)Cc2ccccc2Cl)n1
  A: 0	B: 3	C: -45	D: -228	E: 0.2	F: -44	G: -2	H: -210	I: -5	J: -0.1	K: -10

# (next part)
# Field names: A = Vif imaging; B = Granule exo inh; C = MITF TRPM1 inh; D = HIF-2a block; E = hiPSC survival; F = NR2E3 ag-1; G = NR2E3 ag-2; H = Peg3 promoter; I = CaV13 FRET inh; J = aDG glyco up; K = PDI turbidity
> Cc1nn(-c2ccccc2)c(C)c1/C=C/C(=O)OC(C)C(=O)Nc1ncc(Cl)cc1Cl (stereo not given)
  A: -5	B: -6	C: -1	D: 3	E: -0.5	F: -13	G: -3	H: 9	I: -3	J: 0.0	K: -3

> O=C1CC2(CCCC2)C(=O)N1CN1CCN(S(=O)(=O)c2cc(F)ccc2F)CC1
  A: -6	B: -6	C: ·	D: 12	E: -1.1	F: -6	G: ·	H: -10	I: -5	J: 0.0	K: -2

> c1ccc2nc(N3CCN(Cc4ccc5c(c4)OCO5)CC3)cnc2c1
  A: 13	B: -1	C: -3	D: -69	E: 0.3	F: -13	G: 2	H: -26	I: -6	J: -0.1	K: 0

> Cc1ccccc1NC(=O)Cn1cnc2c(oc3ccccc32)c1=O
  A: 2	B: -2	C: 0	D: 18	E: -1.0	F: -11	G: 4	H: -1	I: -5	J: 0.1	K: 0

> CC(NC(=O)Cc1c(F)cccc1Cl)C1CCCO1 (stereo not given)
  A: -7	B: 1	C: 2	D: 7	E: 0.5	F: -7	G: 2	H: 5	I: -5	J: -0.2	K: -3

> Cc1ccsc1C(=O)NNC(=S)NC1CCCCC1
  A: -2	B: -2	C: -8	D: -271	E: -0.4	F: -41	G: 1	H: -71	I: ·	J: 0.2	K: 1

> COC(=O)c1ccccc1NC(=O)Cn1c(-c2nonc2N)nc2ccccc21
  A: ?	B: 10	C: 27	D: 17	E: -3.5	F: -5	G: -3	H: 12	I: -7	J: -0.2	K: -2

> FC(F)(F)c1cccc(NC(=S)NCC2COc3ccccc3O2)c1 (stereo not given)
  A: -12	B: -2	C: 7	D: 2	E: 1.7	F: 6	G: 4	H: 28	I: -3	J: 0.0	K: 7

> CS(=O)(=O)NCC(c1ccco1)N1CCN(c2ccc(F)cc2)CC1 (stereo not given)
  A: ·	B: -1	C: -11	D: 0	E: -1.2	F: -10	G: -3	H: 21	I: -1	J: -0.1	K: 2

> COc1cc(SC)ccc1C(=O)Nc1ccc2c(c1)OCO2
  A: -6	B: -1	C: -41	D: -201	E: -3.1	F: -88	G: ·	H: -284	I: 3	J: 0.6	K: -4

> Cc1cc(C)cc(N(C(=O)c2csnn2)C(C(=O)NC2CCCC2)c2ccccn2)c1 (stereo not given)
  A: 0	B: 14	C: 6	D: 8	E: -0.5	F: 1	G: -1	H: 11	I: -4	J: -0.1	K: 7

> CC(C=NNc1ccc([N+](=O)[O-])cn1)=Cc1ccccc1
  A: 17	B: -10	C: -78	D: -238	E: -2.7	F: -121	G: ·	H: -240	I: -6	J: 0.1	K: 4

> O=[N+]([O-])c1ccccc1Oc1ccc(S(=O)(=O)N2CCOCC2)cc1
  A: 0	B: -4	C: 0	D: -17	E: 0.1	F: -10	G: 3	H: 5	I: -6	J: -0.3	K: 14

> COc1ccc(N2CCN(C(=O)C3CCCN(S(=O)(=O)c4ccc(F)cc4)C3)CC2)cc1 (stereo not given)
  A: -11	B: 2	C: 8	D: 10	E: 0.1	F: 8	G: 1	H: 6	I: ·	J: 0.1	K: -1

> COc1ccc(-c2noc(CCC(=O)NC3CCCCC3)n2)cc1
  A: -2	B: 3	C: -20	D: -41	E: 4.5	F: -24	G: 2	H: -35	I: -5	J: -0.1	K: 8

> O=C(CCC(=O)OCc1ccc([N+](=O)[O-])cc1)Nc1ccc(F)cc1
  A: -1	B: 6	C: -10	D: 14	E: 1.1	F: 10	G: 4	H: 15	I: -6	J: -0.1	K: -4

> CC(C)c1ccc(N2C=Nc3ccc(C(C)C)cc3C2)cc1
  A: -6	B: 31	C: -36	D: -105	E: -0.7	F: -41	G: -1	H: -52	I: -4	J: 0.1	K: 22
